PKA-R2B act – activates the human PKA-R2B holoenzyme complex | P22694+P31323 | PKA-R2B holoenzyme dissociation, Cy5-IP20 fluorescence polarization; R2B truncated from residue 108, S112A mutant; 0% DMSO only, 100% 113 µM cGMP | activation, % at 11.4 µM | 0.079% of 340,000 active;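 active = activation above a cutoff set at the mean over all compounds plus 3 SD, cut at about 18% in these data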;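 note: higher means more holoenzyme dissociation and a rise in polarization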
Target sequence (P31323 whole entry, looked up, other chains not shown, the tested form may be a part): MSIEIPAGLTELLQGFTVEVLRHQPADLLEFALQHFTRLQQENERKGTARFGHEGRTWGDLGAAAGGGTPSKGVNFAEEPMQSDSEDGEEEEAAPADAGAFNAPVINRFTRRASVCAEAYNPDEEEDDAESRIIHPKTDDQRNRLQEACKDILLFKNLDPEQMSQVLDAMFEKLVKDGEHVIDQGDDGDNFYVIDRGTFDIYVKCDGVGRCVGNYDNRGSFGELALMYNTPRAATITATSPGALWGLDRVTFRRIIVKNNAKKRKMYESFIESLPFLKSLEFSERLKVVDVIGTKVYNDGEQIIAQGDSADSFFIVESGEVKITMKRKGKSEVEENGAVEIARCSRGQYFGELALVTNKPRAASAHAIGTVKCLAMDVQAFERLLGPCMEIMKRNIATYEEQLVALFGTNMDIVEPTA
HTR5A ag – HTR5A agonism, opioid heterodimer counter-screen | activation, % at 9.3 µM | 0.61% of 340,000 active | HTR5A agonist assay, luminescence, cell-based | P47898 | AID 504692; in the data active = activation mostly above about 9.5%, no sharp cut-off; inactive = mostly below about 7.6%;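 note: 0% = cells with vehicle only and 100% = reference agonist; strong numbers were not always called active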
Target sequence (P47898 whole entry, looked up): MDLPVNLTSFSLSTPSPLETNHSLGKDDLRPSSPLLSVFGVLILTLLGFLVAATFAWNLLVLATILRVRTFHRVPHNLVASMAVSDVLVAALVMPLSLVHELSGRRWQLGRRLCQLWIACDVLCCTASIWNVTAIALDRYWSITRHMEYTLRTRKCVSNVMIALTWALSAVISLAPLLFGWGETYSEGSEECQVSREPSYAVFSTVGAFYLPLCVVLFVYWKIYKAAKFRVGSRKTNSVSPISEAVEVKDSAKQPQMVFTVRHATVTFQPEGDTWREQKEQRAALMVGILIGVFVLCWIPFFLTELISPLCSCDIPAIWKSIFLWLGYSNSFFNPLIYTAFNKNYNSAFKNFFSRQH
DAGLB inhibitor – blocks human DAGLB lipase activity | Q8NCG7 | HEK293T DAGLB membrane lysate, EnzChek fluorogenic substrate | inhibition, % at 5.17 µM | 0.059% of 340,000 active | AID 504411; in the data active = inhibition above about 34%;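 note: 0% = enzyme with vehicle and 100% = wells lacking enzyme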
HTR5A inv ctr – counter-screen for OPRM1-OPRD1 inverse agonists: human HTR5A inverse agonism; HTR5A cell line, luminescence; inhibition, % at 9.3 µM; P47898; 0.083% of 340,000 active; AID 504634; in the data active = inhibition mostly above about 23%, no sharp cut-off; inactive = mostly below about 18%;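 note: 0% = cells with DMSO and 100% = no-cell wells with DMSO; some compounds called inactive have numbers as strong as hits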
Ecoli viability – counter-screen for AddAB inhibitors: E. coli growth inhibition; E. coli V3065 growth, OD600 absorbance, 18 h; 0.27% of 330,000 active; inhibition, % at 11.9 µM;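 active = inhibition above the campaign's mean inhibition across all tested compounds plus 3 SD, cut at about 9.9% in these data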;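 note: uninfected addAB+ strain grown without phage in ampicillin broth; 0% = DMSO wells and 100% = ciprofloxacin 0.95 µg/ml wells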
phage Ecoli inh – E. coli growth loss with phage present; growth absorbance; inhibition, % at 11.9 µM; 0.26% of 360,000 active; in the data active = inhibition above about 11%
Mot1-301 SUMO – blocks SUMOylation pathway, rescuing yeast Mot1-301 growth | S. cerevisiae Mot1-301 growth rescue, ATP luminescence, 38.5C; percent above DMSO median, 100 means doubled | growth rescue, % at 18.8 µM | 1% of 320,000 active;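 active = every valid replicate shows activation above 250% relative to neutral control wells; inactive = the rest, any valid replicate at or below 250%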;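 note: OY570 slx delta 5 strain wells were the positive control but not used for scaling; some compounds called inactive have numbers as strong as hits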
CDK5 inh – inhibitors of human CDK5/p35 kinase. Recombinant CDK5/p35, ADP-Glo luminescence, 60 min. 0.01% of 330,000 active. Q00535+Q15078. inhibition, % at 10 µM. AID 488839;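 active = highest replicate inhibition of at least 50% and at least 75% of replicates reaching 50%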;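 note: plate controls were DMSO neutral control for no effect and GW8510 at 10 µM for full effect; many of its hits are not listed in these tables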
Tat transport – inhibitors of E. coli Tat protein transport; E. coli MC4100 TorA-mCherry Tat export, fluorescence; inhibition, % at 10 µM; 0.036% of 340,000 active; AID 488895;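 active = mean replicate inhibition at least 50% and at least half of replicates individually reaching 50%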;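 note: exported cargo escapes ClpAP degradation while cytoplasmic cargo is degraded and loses fluorescence; 0% = median of neutral control wells and 100% = median of NaSCN control wells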
PKA-R1A act – activators of PKA-R1A complex; AID 504707; PKA-R1A dissociation, Cy5-IP20 fluorescence polarization; scaled: DMSO 0%, 113 µM cGMP 100%; activation, % at 11.4 µM; 0.083% of 340,000 active; P00514+P68181;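 active = percent activation above the mean of all tested compounds plus 3 SD, cut at about 19% in these data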;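 note: higher means more PKAc released from R1A so a rise in polarization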
AddAB inh – less growth of phage-infected E. coli with AddAB; E. coli expressing H. pylori AddAB, absorbance growth; inhibition, % at 11.9 µM; 0.29% of 330,000 active; in the data active = inhibition above about 12%;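 note: 0% = vehicle wells of infected cells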
An asterisk follows results filed as active; · = no result given; & = joins results of further samples.

SMILES	PKA-R2B act	HTR5A ag	DAGLB inhibitor	HTR5A inv ctr	Ecoli viability	phage Ecoli inh	Mot1-301 SUMO	CDK5 inh	Tat transport	PKA-R1A act	AddAB inh
Cc1c(NC(=S)NC(=O)c2cccc3ccccc23)cccc1C(=O)O	-8	-2	6	-8	0.3	1.5	6	-0.4	-6	-4	4.3
O=C(NCc1ccc2c(c1)OCO2)c1nc(Cn2cc([N+](=O)[O-])cn2)no1	-6	0	0	-10	3.3	3.4	2	2.2	-8	-5	4.7
COc1cccc2oc3ccc(C#Cc4ccccn4)cc3c(=O)c12	-13	0	4	-10	-0.8	1.0	-51	2.4	17	-13	-0.2
COc1nc(N(c2ccccc2)c2ccccc2)nc(-n2ccnc2)n1	-1	0	-2	-18	0.7	-1.3	-23	-0.4	-3	-8	1.5
C=CCn1c(SCC2=C(C(=O)OCC)C(C)NC(=O)N2)nnc1C1CCCCC1 (stereo unspecified)	11	0	0	-18	-1.3	1.9	12	-2.1	2	5	-0.2
COc1cccc(N2CCN(CC(=O)N3CCN(S(=O)(=O)c4ccc(Cl)cc4)CC3)CC2)c1	-6	1	5	-2	·	2.5	·	-8.7	-3	-8	·
COc1ccccc1N1CCN(S(=O)(=O)c2cc(C)sc2C)CC1	-15	2	-4	-13	3.4	4.8	2	-2.0	7	-2	1.1
CCOC(=O)c1nnc2cc(-c3ccccc3)nn2c1C	-10	1	-1	8	-0.9	0.6	0	-0.4	-4	3	1.4
CCOC(=O)N1CCN(S(=O)(=O)c2cc(Br)cc3c2N(C(C)=O)C(C)C3)CC1 (stereo unspecified)	0	1	2	29	-0.2	4.0	4	1.5	0	-6	0.8
CC(C)c1ccc(N(CC(=O)NC2CCCC2)C(=O)CCC(=O)Nc2nccs2)cc1	-16	3	2	-12	-3.5	-0.9	10	0.3	-4	-9	2.0
Cc1oc(-c2ccccc2F)nc1CS(=O)(=O)CC(=O)NC1CCCC(C)C1C (stereo unspecified)	-10	2	0	-10	-1.3	-1.1	-5	·	2	-12	1.8
FC(F)(F)c1ccc(-c2n[nH]c(=S)o2)nc1	1	0	3	9	0.6	3.5	-9	-0.5	-2	2	5.0
COc1ccc(-c2cc3nc(-c4ccccc4)cc(N4CCC5(CC4)OCCO5)n3n2)cc1	-11	5	-5	-9	-2.0	-0.8	-13	0.7	-2	-2	0.3
O=C(NCCCNC(=O)c1ccc(Cl)cc1Cl)c1ccccn1	-17	0	-1	-19	-0.1	3.0	-10	-1.3	-5	2	0.8
COC(=O)c1sc(S(=O)(=O)NCC(=O)O)c(C(=O)OC)c1C	-3	1	-1	-5	0.5	-1.0	-4	-0.4	-1	6	-1.2
O=C(COC(=O)C1CC2CCCC(C1)C2=O)Nc1nc(-c2ccc(F)c(F)c2)cs1 (stereo unspecified)	-5	-4	-4	13	-3.3	2.2	27	-0.8	-10	-11	0.9
Cc1cccc(C(=O)Nc2sc3c(c2C#N)CCCCC3)c1	8	5	-4	3	0.0	1.9	-9	-0.2	0	3	2.2
CCCCCOC(=O)C1=C(C)NC(=O)NC1c1ccccc1OCC (stereo unspecified)	-17	2	3	-10	-0.6	-1.2	-12	0.3	12	-8	0.4
CCc1cc(=O)oc2c3c(cc(OCC(=O)Nc4cccnc4)c12)OC(C)(C)CC3	3	-3	-3	-7	0.2	1.2	195	-1.0	19	-4	1.5
CCN(CC)S(=O)(=O)c1cccc(C(=O)N[C@H](C(=O)NNC(=O)c2ccccc2)C(C)C)c1	0	1	2	11	-2.1	0.5	-13	-2.2	-4	-7	-0.3
CC(C)n1cc(CN2CCC(n3nccc3NC(=O)CCCc3ccccc3)CC2)cn1	-12	-1	-2	5	·	0.3	-9	-0.8	-3	-2	·
CSc1ccc(C(=O)N2CCc3ccc(NC(=O)c4ccccn4)cc3C2)cc1	5	1	2	7	1.9	1.5	118	-1.8	29	-9	-2.0
CC(C)NC(=O)NC(=O)COC(=O)Cc1ccsc1	-2	-2	1	2	0.5	-1.9	2	-0.4	-5	4	1.3
CC1CCCC/C1=N\NC(=S)Nc1cccnc1 (stereo unspecified)	5	-2	1	5	-0.3	4.5	-9	-1.0	6	1	4.1
CCOC(=O)C1CCN(C(=O)CSc2ccccc2)CC1	-11	-3	1	9	-0.2	0.7	-12	0.6	-2	-6	2.0
Cc1ccccc1NC(=S)N(CCN(C)C)C(C)c1ccccn1 (stereo unspecified)	-8	0	3	-54	-0.2	0.4	372	2.2	5	-15	-0.9
Cc1ccccc1OCCOC(=O)c1ccc(S(=O)(=O)N2CCCC2)cc1	-12	0	-13	-1	-2.3	3.1	·	-0.7	5	-2	-1.4
CC1CCN(S(=O)(=O)c2ccc(S(=O)(=O)N3CCCC3)cc2)CC1	-11	-2	-2	4	1.4	0.1	-1	-0.6	3	-2	3.7
CCc1c(C(C)S(=O)(=O)c2ccccc2)[nH]c(=O)n1CC (stereo unspecified)	1	0	-1	0	1.3	2.9	-10	0.4	-2	7	1.9
Cc1ccc(-c2cn3cccc(C)c3n2)cc1	-5	-2	1	25	·	2.6	·	0.2	-1	0	·
COc1ccc(CC(=O)OCC(=O)NC(=O)Nc2ccccc2F)cc1	-1	3	-4	-47	-0.7	1.0	9	-1.1	-1	2	0.5
CC(NC(=O)COC(=O)C12CC3CC(CC(Br)(C3)C1)C2)c1ccccc1 (stereo unspecified)	-10	-2	-6	7	0.4	2.5	42	-0.7	3	2	-1.5
Cc1cccc(N2C(=O)CC(N3CCN(Cc4ccc(Cl)cc4)CC3)C2=O)c1 (stereo unspecified)	8	-2	0	9	-0.4	-0.2	12	0.0	-2	5	3.0
COc1ccc(O)c(-c2cc(-c3ccc(F)cc3)n[nH]2)c1	-11	0	-1	0	0.9	1.0	28	0.5	3	-9	2.2
COc1ccc(CC(=S)N2CCOCC2)cc1OC	-5	3	-1	-7	0.4	1.9	-24	3.7	-5	-1	1.5
O=P(c1ccc2c(c1)OCCO2)(N1CCOCC1)N1CCOCC1	0	2	1	-23	-2.0	3.1	7	-1.5	13	2	-1.7
COC(=O)c1c(C)nn(-c2ccccc2)c1-n1cccc1	1	0	-9	-10	-1.7	3.0	1	0.9	4	1	-0.3
CCOC(=O)c1cc(-c2ccccc2)sc1NC(=O)COC	-6	-3	-7	8	-2.0	4.0	-11	-1.5	-17	-10	0.2
COc1ccc(C(CC(=O)c2ccc(C)cc2)C(C#N)C#N)cc1OC (stereo unspecified)	-11	8	0	-8	-1.4	1.8	-10	·	-1	-6	2.1
C[C@@H]1CN([C@H](C)CO)C(=O)c2cc(NC(=O)NC3CCCCC3)ccc2O[C@H]1CN(C)S(C)(=O)=O	7	2	-1	7	1.6	0.9	10	1.8	-6	4	2.9
O=C(COC(=O)[C@@H]1CCCN1S(=O)(=O)c1ccccc1F)Nc1ccc(OC(F)F)cc1	-8	2	-3	6	-1.4	4.5	-4	0.6	4	-5	2.1
Cc1ccccc1NC(=O)C(=O)NNC(=O)COc1ccc2ccccc2c1	0	-2	12	6	-5.4	-3.8	-8	2.3	-10	-2	-2.4
O=[N+]([O-])c1ccc(/C=N/Nc2nc(N3CCCCC3)nc(N3CCCCC3)n2)o1	-5	3	2	2	-3.9	-1.1	-6	0.3	-12	0	1.3
O=[N+]([O-])c1ccc(SCCc2ccncc2)cc1	1	-8	3	6	0.9&1.5	1.9&0.8	3&-1	2.9	6	7	1.1&0.0
COc1ccc(C)cc1NC(=O)CC(NC(C)=O)c1ccccc1 (stereo unspecified)	-5	5	1	0	1.0	2.4	-14	0.3	1	6	-3.1
COc1ccc(Br)cc1/C=N/NC(=O)c1ccco1	5	-2	1	6	-1.5	0.9	16	-1.8	-2	1	-0.3
